Source: PubChem BioAssay
RGS4 block = RGS4 inhibitors, primary screen, cell-based, HEK293 M3R inducible RGS4, calcium flux; Regulator of G-protein signaling 4 (Homo sapiens), P49798; Fluo-4 calcium flux; hits give high values; triggered by carbachol at its EC20; B-score at 10 µM; 0.45% of 310,000 active; AID 463165, 2010;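 active means B-score, a plate-corrected calcium signal, over three deviations above library mean, with baseline fluorescence within five deviations of library mean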;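 further: RGS4 expression induced by doxycycline in cells with stable M3 receptor; B-score is computed from the integrated fluorescence ratio over baseline after carbachol; higher B-score means a larger calcium signal and so more RGS4 inhibition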
Target sequence (P49798 whole entry, looked up): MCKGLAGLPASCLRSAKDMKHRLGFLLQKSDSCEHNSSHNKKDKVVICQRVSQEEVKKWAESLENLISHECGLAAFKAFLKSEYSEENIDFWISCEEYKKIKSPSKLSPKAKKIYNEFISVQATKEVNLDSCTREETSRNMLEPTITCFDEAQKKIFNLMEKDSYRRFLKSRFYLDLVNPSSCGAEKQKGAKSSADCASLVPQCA
SKKanGAS inh = S. pyogenes SKKanGAS growth inhibitors in kanamycin, primary screen, streptokinase expression inhibitor project, SKKanGAS strain, BacTiter-Glo luminescence; 1.3% of 300,000 active; 6 h; inhibition, % at 7.5 µM; AID 1662, 2009;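 active means mean replicate score, as percent of positive control median, at least 50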;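 further: strain carries kanamycin resistance gene driven by streptokinase promoter and grows in 40 µg/ml kanamycin; loss of luminescence reflects streptokinase promoter inhibition or plain growth inhibition; 0% = median of DMSO wells and 100% = positive control at its reference dose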
MrgX1 allo act = positive allosteric modulators of MrgX1, primary screen, HEK293 cells, Fluo-4 calcium flux; B-score at 10 µM; 0.63% of 310,000 active; FDSS; hits give high values;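 active means plate-corrected calcium response at least 3 library SD above typical, normal starting fluorescence, not activating the receptor alone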;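 further: compound read alongside a low EC10 to EC30 dose of BAM8-22 agonist; peak minus trough fluorescence over baseline measured at the second addition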
Target sequence (Q96LB2 whole entry, looked up): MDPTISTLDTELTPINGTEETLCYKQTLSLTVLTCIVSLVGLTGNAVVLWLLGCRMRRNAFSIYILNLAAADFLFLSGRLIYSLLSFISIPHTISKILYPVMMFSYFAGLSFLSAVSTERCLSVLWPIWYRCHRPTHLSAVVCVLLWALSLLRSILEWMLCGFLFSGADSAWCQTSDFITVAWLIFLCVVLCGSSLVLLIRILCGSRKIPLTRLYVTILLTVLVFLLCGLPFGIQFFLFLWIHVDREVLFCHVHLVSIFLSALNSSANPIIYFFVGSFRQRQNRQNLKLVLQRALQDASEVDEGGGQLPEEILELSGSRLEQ
MrgX1 antag = antagonists of human MrgX1 receptor, primary screen, HEK293 cells, Fluo-4 calcium flux. B-score at 10 µM. BAM8-22 antagonism; hits give low values. 1.3% of 310,000 active. Mas-related G-protein coupled receptor member X1 (Homo sapiens), Q96LB2;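 active means calcium-response B-score plate-corrected more than 3 library SD below zero, starting fluorescence within 5 deviations, no agonist response on first addition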;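 further: peak minus trough fluorescence over baseline after final BAM8-22 challenge near maximal dose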
TMEM16A act = TMEM16A chloride channel activators or potentiators, primary screen, cell-based, HTS. Anoctamin-1 (Mus musculus), Q8BHY3. B-score at 10 µM. 0.3% of 340,000 active. HEK293 TMEM16A/YFP-H148Q/I152L, iodide quench fluorescence; hits give low values. AID 623877, 2012;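 active means fluorescence-ratio B-score plate-corrected deviation score at least 3 library SD below zero, with starting fluorescence score within 5 deviations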;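 further: channel opened by trigger with iodide after compound preincubation; score built on the fluorescence ratio of max minus min over baseline; more negative score means more quench and so TMEM16A activation or potentiation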
RGS4 pot = RGS4 potentiators or activators, primary screen, cell-based, HEK293 M3R inducible RGS4, calcium flux; carbachol calcium flux Fluo4; hits give low values; B-score at 10 µM; 0.92% of 310,000 active;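 active means B-score of the integrated calcium signal more than 4 SD below the library mean, with starting fluorescence not abnormally high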;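 further: negative B-score means reduced calcium response which marks RGS4 activation or potentiation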
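Also added: carbachol at ECmax as muscarinic agonist stimulus; Assay system: HEK293 cells with stable M3R and inducible RGS4; Timing: overnight RGS4 induction, 30 min dye load 37 °C, 20 min compound RT; Measured by: Fluo4-AM (2 µM) calcium-flux fluorescence, kinetic read.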
TRPC6 inhibitor = mouse TRPC6 channel inhibitors, primary screen, cell-based, HEK293, membrane potential dye. 1.1% of 310,000 active. Short transient receptor potential channel 6 (Mus musculus), Q61143. B-score at 10 µM. ACh-evoked depolarization; hits give low values;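 active means B-score under library mean minus 3 SD, initial fluorescence not abnormally high, positive integrated signal ratio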;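 further: B-score derived from integrated fluorescence ratio over the kinetic read; more negative B-score means stronger inhibition of depolarization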
TRPC6 act = mouse TRPC6 channel activators, primary screen, cell-based, HEK293, membrane potential dye; HEK293-TRPC6 membrane potential dye fluorescence; hits give high values; B-score at 10 µM; 0.13% of 310,000 active; AID 2550, 2010;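 active means B-score of the integrated fluorescence ratio above library mean plus 3 SD, and starting fluorescence ratio within library mean plus 5 SD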;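 further: higher score means more depolarization so channel activation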
HDAC3 inhib = HDAC3 deacetylase inhibitors, primary screen, biochemical, fluorescence, cell-free homogeneous; 0.15% of 320,000 active; recombinant HDAC3, fluorogenic peptide/trypsin coupled; inhibition, % at 8.3 µM; AID 2718, 2010; Histone deacetylase 3 (Homo sapiens), O15379; in the data active means inhibition above about 26%, passing the limit was not always enough
Target sequence (O15379 whole entry, looked up): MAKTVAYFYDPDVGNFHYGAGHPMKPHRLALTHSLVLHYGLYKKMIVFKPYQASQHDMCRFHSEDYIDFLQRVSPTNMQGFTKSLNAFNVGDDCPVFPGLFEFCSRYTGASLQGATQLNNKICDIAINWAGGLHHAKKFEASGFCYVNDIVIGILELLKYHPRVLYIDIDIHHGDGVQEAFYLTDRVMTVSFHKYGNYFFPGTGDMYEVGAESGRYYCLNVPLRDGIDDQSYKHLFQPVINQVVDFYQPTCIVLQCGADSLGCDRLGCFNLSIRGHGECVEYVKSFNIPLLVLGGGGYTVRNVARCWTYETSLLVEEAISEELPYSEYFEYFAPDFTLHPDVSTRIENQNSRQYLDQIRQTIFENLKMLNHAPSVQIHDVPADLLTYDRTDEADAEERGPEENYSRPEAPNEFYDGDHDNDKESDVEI
MrgX1 agonist = agonists of human MrgX1 receptor, primary screen, HEK293 cells, Fluo-4 calcium flux | Fluo-4 calcium fluorescence, agonist mode; hits give high values | B-score at 10 µM | 0.44% of 310,000 active | AID 588627, 2011;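 active means calcium response B-score plate-corrected fluorescence ratio at least 3 library SD, with starting fluorescence B-score inside 5 SD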
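times = overnight plating, then 30 min 37 °C plus 30 min room-temperature dye loading | assay system = stable human MrgX1 HEK293 cell line | input = fifteen thousand cells per well | signal = kinetic calcium dye fluorescence, Fluo-4 NW | dosing = compound delivered in addition one of three | read-out = B-scored fluorescence response ratio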
TMEM16A inh = TMEM16A chloride channel inhibitors, primary screen, cell-based, HTS | Anoctamin-1 (Mus musculus), Q8BHY3 | HEK293 TMEM16A/YFP iodide influx fluorescence, ionomycin | normalized B-score (activity score, 25-100; higher = stronger inhibition) at 10 µM | 1.2% of 310,000 active | AID 588511, 2011;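 active means ratio plate-corrected score three or more library SD toward inhibition, starting fluorescence score within five deviations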;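 further: score derived from kinetic fluorescence span divided by baseline fluorescence per well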
* = called active by the depositor; i = inactive; / = no result given. Compounds were not picked by outcome; about 6.7% have a hit in one of these screens.

SMILES	RGS4 block	SKKanGAS inh	MrgX1 allo act	MrgX1 antag	TMEM16A act	RGS4 pot	TRPC6 inhibitor	TRPC6 act	HDAC3 inhib	MrgX1 agonist	TMEM16A inh
COc1cc([C@@H]2c3cc4c(cc3[C@@H](O)[C@@H](CO)[C@@H]2CO)OCO4)cc(OC)c1O[Si](C)(C)C(C)(C)C	i	15.8	i	i	/	i	i	i	8.8	i	i
CC(=O)N1CCN(C(=O)C2(NC(=O)Nc3cccc(F)c3)CCCCC2)CC1	i	4.2	i	i	i	i	i	i	-3.8	i	i
CC(NS(=O)(=O)c1ccccc1Cl)C1CC2CCC1C2 (stereo unspecified)	i	4.7	i	i	i	i	i	i	0.8	i	i
Cc1nnc(NC(=O)Nc2ccc(Cl)c(Cl)c2)s1	i	-6.9	i	i	i	i	i	i	-4.4	i	i
CC1=C(C(=O)OCc2ccccc2)C(c2cccnc2)n2nnnc2N1 (stereo unspecified)	i	-1.8	i	i	i	i	i	i	-7.3	i	i
O=C(c1ccc(F)cc1)C1CCN(C(=O)c2ccc(F)cc2)CC1	i	0.8	i	i	i	i	i	i	-4.6	i	i
CCN(CC)S(=O)(=O)c1cccc(C(=O)NNC(=O)c2ccc3[nH]c(=O)c(=O)[nH]c3c2)c1	i	-9.9	i	i	i	i	i	i	-4.0	i	i
CC(C)CN(C(=O)COC(=O)c1ccc(Cl)nc1)c1c(N)n(Cc2ccccc2)c(=O)[nH]c1=O	i	1.9	i	i	i	i	i	i	9.1	i	i
COC(=O)c1c(NC(=O)CN2CCC3(O)CCCCC3C2c2ccccc2OC)sc(C)c1C (stereo unspecified)	i	-2.5	i	i	i	i	i	i	11.6	i	i
c1ccc(Cc2noc(CN3CCCN(C4Cc5ccccc5C4)CC3)n2)cc1	i	10.1	i	i	i	-6.97*	i	i	-5.2	i	i
O=C(NCCN1CCOCC1)Nc1ccc(Cl)cc1	i	0.1	i	i	i	i	i	i	-8.0	i	i
CCCSc1nnc(CN2CCOCC2)n1C	i	-4.2	i	i	i	i	i	i	1.7	i	i
O=S(NCc1ccco1)C12CC3CC(CC(C3)C1)C2 (stereo unspecified)	i	-2.1	i	i	i	i	i	i	/	i	i
Cc1cc(C)c2c(n1)sc1c(=O)n(Cc3ccc(F)cc3)cnc12	i	5.5	i	i	i	i	i	i	-0.2	i	i
CC1CC(C)CN(C(=O)C2CCCN(S(=O)(=O)c3cnc[nH]3)C2)C1 (stereo unspecified)	i	-11.8	i	i	i	i	i	i	-2.9	i	i
Cc1oc2cc(OCc3cnn(-c4ccccc4)c3)ccc2c(=O)c1Oc1ccccc1F	i	-0.5	i	i	i	i	i	i	1.1	i	i
O/N=C1\CCCc2c1nc(-c1ccccc1F)n2O	i	-8.3	i	i	i	i	i	i	-0.4	i	i
COc1ccc(S(=O)(=O)NCCCCC(=O)O)cc1C(=O)O	i	0.2	i	i	i	i	i	i	7.1	i	i
Cc1cc(C)c(S(C)(=O)=O)c(N(C)NC(=O)c2c(F)cccc2F)n1	i	40.8	i	i	i	i	i	i	-4.7	i	i
O=C(Nc1ccccc1Cl)N(Cc1nc2ccccc2c(=O)[nH]1)Cc1cccs1	i	-4.1	i	i	i	i	i	i	-9.8	i	i
O=C(O)c1csc(-c2ccccc2)n1	i	-5.5	i	i	i	i	i	i	-3.6	i	i
O=C(CNCc1cccs1)Nc1cc(S(=O)(=O)N2CCCC2)ccc1Cl	i	-2.6	i	i	i	i	i	i	6.1	i	i
O=P(O)(C(O)c1ccccc1)C(O)c1ccccc1 (stereo unspecified)	i	-2.2	i	i	i	i	i	i	10.8	i	i
Cc1cc(=O)oc2cc(OCC(=O)N3CC(C)OC(C)C3)ccc12 (stereo unspecified)	i	-12.3	i	i	/	i	i	i	-0.2	i	i
CCOC(=O)C1=C(C)N(c2ccc(OC)cc2)C(=O)/C1=C\c1ccc(O)c(OCC)c1	i	4.9	i	i	i	i	i	i	4.2	i	i
(next part)
SMILES	RGS4 block	SKKanGAS inh	MrgX1 allo act	MrgX1 antag	TMEM16A act	RGS4 pot	TRPC6 inhibitor	TRPC6 act	HDAC3 inhib	MrgX1 agonist	TMEM16A inh
CCc1ccc(CN(C)Cc2nc(COc3ccccc3)no2)nc1	i	7.7	i	i	i	i	i	i	7.1	i	i
COc1ccccc1C/C(N)=N/OC(=O)COc1ccc2ccccc2c1	i	14.8	i	i	i	i	i	i	6.4	i	i
O=C(Cn1cccc1C(=O)c1ccccc1)NCCC1=CCCCC1	i	1.1	i	i	i	i	i	i	4.3	i	i
CCCCn1c(NCc2ccccc2O)nc2ccccc21	i	0.6	i	i	i	i	i	i	-1.9	i	i
COP(=O)(OC)C(Nc1cc(Cl)cc(Cl)c1)c1cccc(O)c1 (stereo unspecified)	i	-10.1	i	i	i	i	i	i	3.0	i	i
COc1ccc(CNC(=O)c2sccc2-c2ccccc2)cc1OC	i	7.9	i	i	i	i	i	i	-11.3	i	i
CCn1c(=O)cc(C(F)(F)F)[nH]c1=S	i	2.2	i	i	i	i	i	i	2.7	i	i
C=CCOc1ccc(/C=C/C(=O)OCC(=O)N(C)CC(=O)Nc2ccccc2Cl)cc1	i	-3.1	i	i	i	i	i	i	7.0	i	i
CCOc1ccc(CCNC(=O)COC(=O)CSc2ccccc2C)cc1OCC	i	-5.2	i	i	i	i	i	i	-2.5	i	i
COC(=O)C(F)(Sc1c(C)n(C)n(-c2ccccc2)c1=O)C(F)(F)F (stereo unspecified)	i	-3.0	i	i	i	i	i	i	1.5	i	i
CC(=O)Nc1ccc(NC(=O)Cn2cnc(S(=O)(=O)N3CCOCC3)c2)cc1	i	-2.2	i	i	i	i	i	i	-0.8	i	i
Cc1cc(C)nc(N2CCC(C(=O)Nc3ccc(Oc4ccccc4)cc3)CC2)n1	i	-9.4	i	i	i	i	i	i	-2.2	i	i
COc1ccc(-c2noc(CCN3C(=O)c4ccccc4C3=O)n2)cc1OC	i	1.8	i	i	i	i	i	i	-6.5	i	i
CCOc1ccccc1NS(=O)(=O)N(C)C	i	1.7	i	i	i	i	i	i	-3.2	i	i
CCCN1C(=O)c2ccccc2NC1c1ccc(Br)cc1 (stereo unspecified)	i	2.6	i	i	i	i	i	i	-30.8	i	i
Cc1cc(C(=O)NC2CCCCC2C)c2ccccc2n1 (stereo unspecified)	i	-10.9	i	i	i	i	i	i	-6.1	i	i
O=C(NCc1cccc(Cl)c1)c1cc(COc2ccc3ncccc3c2)on1	i	2.7	i	i	i	i	i	i	1.1	i	100*
CCOc1ncccc1C(=O)OCC(=O)Nc1c(C)cc(C)cc1C	i	-4.8	i	i	i	i	i	i	2.9	i	i
COC(=O)c1c(NC(=O)CSc2nnnn2-c2ccc3c(c2)OCO3)sc(C)c1C	i	2.5	i	i	i	i	i	i	-3.4	i	i
COC(=O)c1cc(OC)c(OC)cc1NC(=O)CN1CCOCC1	i	-3.9	i	i	i	i	i	i	0.9	i	i
Cn1c(SCC(=O)Nc2ccc(NC(=O)c3ccccc3F)cc2)nnc1-c1ccncc1	i	2.8	i	i	i	i	i	i	-3.5	i	i
O=C(CSc1ncnc2c1cnn2CCO)Nc1cccc(C(F)(F)F)c1	i	-2.2	i	i	i	i	i	i	2.8	i	i
CCCCCC1CC(CC(=O)Nc2ccc([N+](=O)[O-])cc2)OC1=O (stereo unspecified)	i	19.7	i	i	i	i	i	i	15.9	i	i
CC(Sc1nnc(COc2ccc(Cl)cc2)n1-c1ccccc1)C(=O)O (stereo unspecified)	i	-6.9	i	i	i	i	i	i	1.7	i	i
Cc1ccccc1OCc1nc2ccccc2n1C	i	6.3	i	i	i	i	i	i	-1.4	i	i
(list continues)
SMILES	RGS4 block	SKKanGAS inh	MrgX1 allo act	MrgX1 antag	TMEM16A act	RGS4 pot	TRPC6 inhibitor	TRPC6 act	HDAC3 inhib	MrgX1 agonist	TMEM16A inh
COC(=O)/C(=C1/Oc2ccc(C)cc2S1)C(F)(F)F	i	-5.1	i	i	i	i	i	i	2.0	i	i
COc1ccc(C(=O)CSc2ccc3nnc(-c4cccnc4)n3n2)cc1	i	5.6	i	i	i	i	i	i	1.2	i	i
COc1ccc(-c2c(C)c3cc(O)ccc3oc2=O)cc1	i	-2.3	i	i	i	i	i	i	15.5	i	i
COc1ccccc1C(=O)OCC(=O)NC(C)CCc1ccccc1 (stereo unspecified)	i	-5.2	i	i	i	i	i	i	1.1	i	i
CC1CCCN(c2ccc(C(=O)OCC(=O)N3c4ccccc4Sc4ccccc43)cc2[N+](=O)[O-])C1 (stereo unspecified)	i	1.6	i	i	i	i	i	i	2.0	i	i
C=CCN(c1ccc(C(=O)Nc2ccc(C)c(C)c2)cc1)S(C)(=O)=O	i	-12.1	i	i	i	i	i	i	2.8	i	i
Cc1ccc(NC(=O)C(C)c2ccc(-c3ccccc3)c(F)c2)c(C)c1 (stereo unspecified)	i	4.6	i	i	i	i	i	i	-0.4	i	25*
Cc1nc2ccc([N+](=O)[O-])cc2c(=O)n1Cc1ccc(Cl)cc1	i	4.2	i	i	i	i	i	i	6.5	i	i
Cc1[nH]n(C)c(=O)c1N=Nc1ccc(S(C)(=O)=O)cc1	i	-15.1	i	i	i	i	i	i	11.8	i	i
Cc1ccc(S(=O)(=O)c2cc3c(=O)n4ccccc4nc3n(C)c2=N)cc1	i	4.6	i	i	i	i	i	i	-25.6	i	i
COC(=O)c1ccc(CNC(=O)COC(=O)CCN2C(=O)C3CC=CCC3C2=O)cc1 (stereo unspecified)	i	-6.3	i	i	i	i	i	i	6.5	i	i
COc1ccc(C2(CNC(=O)Cc3ccccc3)CCCC2)cc1OC	i	1.3	i	i	i	-7.97*	i	i	-8.0	i	i
COc1cccc(N(CC(=O)NCCN2CCOCC2)S(=O)(=O)c2ccccc2)c1	i	-6.3	i	i	i	i	i	i	-6.4	i	i
